# Bioassay records from PubChem BioAssay.
# SKKanGAS inh: blocks kanamycin growth of S. pyogenes SKKanGAS strain | BacTiter-Glo, 6 h | inhibition, % at 7.5 µM | actives 1.3% (n = 300,000);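 active means mean replicate score, as percent of positive control median, at least 50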;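 further: strain carries kanamycin resistance gene driven by streptokinase promoter and grows in 40 µg/ml kanamycin; loss of luminescence reflects streptokinase promoter inhibition or plain growth inhibition; 0% = median of DMSO wells and 100% = positive control at its reference dose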
# TRPC6 inh: mouse TRPC6 channel inhibition | Q61143 | AID 2553 | B-score at 10 µM | actives 1.1% (n = 310,000) | HEK293-TRPC6, membrane potential dye, ACh-evoked depolarization; stronger effect = lower value;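 active means B-score under library mean minus 3 SD, initial fluorescence not abnormally high, positive integrated signal ratio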;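 further: B-score derived from integrated fluorescence ratio over the kinetic read; more negative B-score means stronger inhibition of depolarization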
# TMEM16A inh: mouse TMEM16A channel inhibition, primary screen | Q8BHY3 | HEK293 TMEM16A/YFP iodide influx fluorescence, ionomycin | normalized B-score (activity score, 25-100; higher = stronger inhibition) at 10 µM | actives 1.2% (n = 310,000) | AID 588511;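 active means ratio plate-corrected score three or more library SD toward inhibition, starting fluorescence score within five deviations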;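 further: score derived from kinetic fluorescence span divided by baseline fluorescence per well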
# Target sequence (Q8BHY3 whole entry, looked up): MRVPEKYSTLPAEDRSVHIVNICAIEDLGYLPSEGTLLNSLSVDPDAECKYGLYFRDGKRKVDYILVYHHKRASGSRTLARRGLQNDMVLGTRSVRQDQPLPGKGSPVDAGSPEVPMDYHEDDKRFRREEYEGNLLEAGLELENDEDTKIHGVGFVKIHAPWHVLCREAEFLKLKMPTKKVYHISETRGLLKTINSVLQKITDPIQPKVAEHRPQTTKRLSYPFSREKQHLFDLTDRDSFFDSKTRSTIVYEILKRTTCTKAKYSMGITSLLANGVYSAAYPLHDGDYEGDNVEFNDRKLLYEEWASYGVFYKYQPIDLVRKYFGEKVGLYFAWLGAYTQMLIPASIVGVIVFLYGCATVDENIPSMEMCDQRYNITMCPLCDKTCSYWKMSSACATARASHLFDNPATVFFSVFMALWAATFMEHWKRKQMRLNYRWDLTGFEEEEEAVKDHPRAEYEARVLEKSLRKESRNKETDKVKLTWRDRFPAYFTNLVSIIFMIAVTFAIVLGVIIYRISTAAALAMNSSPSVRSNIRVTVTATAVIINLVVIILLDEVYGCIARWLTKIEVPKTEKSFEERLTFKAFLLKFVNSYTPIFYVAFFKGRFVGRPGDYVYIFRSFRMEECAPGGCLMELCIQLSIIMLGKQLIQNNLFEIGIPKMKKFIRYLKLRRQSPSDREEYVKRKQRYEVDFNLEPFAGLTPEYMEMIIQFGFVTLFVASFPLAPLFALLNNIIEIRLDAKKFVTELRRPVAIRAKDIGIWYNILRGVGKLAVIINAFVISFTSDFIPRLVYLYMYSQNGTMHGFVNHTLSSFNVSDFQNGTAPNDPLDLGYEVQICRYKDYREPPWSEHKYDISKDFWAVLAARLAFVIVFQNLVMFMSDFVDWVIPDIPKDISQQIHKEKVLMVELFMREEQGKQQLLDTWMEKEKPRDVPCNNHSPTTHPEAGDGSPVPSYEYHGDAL
# TMEM16A act: mouse TMEM16A channel activation, primary screen; Q8BHY3; HEK293 TMEM16A/YFP-H148Q/I152L, iodide quench fluorescence; stronger effect = lower value; B-score at 10 µM; actives 0.3% (n = 340,000);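 active means fluorescence-ratio B-score plate-corrected deviation score at least 3 library SD below zero, with starting fluorescence score within 5 deviations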;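 further: channel opened by trigger with iodide after compound preincubation; score built on the fluorescence ratio of max minus min over baseline; more negative score means more quench and so TMEM16A activation or potentiation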
# MrgX1 allo act: allosterically activates human MrgX1 receptor signaling | Q96LB2 | MrgX1-HEK293, Fluo-4 calcium flux, FDSS; stronger effect = higher value | B-score at 10 µM | actives 0.63% (n = 310,000) | AID 588675;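 active means plate-corrected calcium response at least 3 library SD above typical, normal starting fluorescence, not activating the receptor alone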;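 further: compound read alongside a low EC10 to EC30 dose of BAM8-22 agonist; peak minus trough fluorescence over baseline measured at the second addition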
# TRPC6 activator: activators of mouse TRPC6 channel. HEK293-TRPC6 membrane potential dye fluorescence; stronger effect = higher value. AID 2550. Q61143. B-score at 10 µM. actives 0.13% (n = 310,000);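 active means B-score of the integrated fluorescence ratio above library mean plus 3 SD, and starting fluorescence ratio within library mean plus 5 SD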;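 further: higher score means more depolarization so channel activation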
# MrgX1 agonist: agonists of human MrgX1 receptor; Q96LB2; MrgX1-HEK293 cells, Fluo-4 calcium fluorescence, agonist mode; stronger effect = higher value; B-score at 10 µM; actives 0.44% (n = 310,000);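 active means calcium response B-score plate-corrected fluorescence ratio at least 3 library SD, with starting fluorescence B-score inside 5 SD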
#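 Material: MrgX1-expressing HEK293 cells; input: 15,000 cells per well; doses: test compound given as first of three sequential additions; schedule: overnight plating before 1 h dye loading; technique: Fluo-4 NW calcium-flux fluorescence, kinetic read; evaluation: baseline-normalised fluorescence change ratio, B-scored; control set: plate-wise positive and negative controls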
# RGS4 act: potentiators or activators of RGS4 | HEK293 M3R/inducible RGS4, carbachol calcium flux Fluo4; stronger effect = lower value | B-score at 10 µM | actives 0.92% (n = 310,000);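 active means B-score of the integrated calcium signal more than 4 SD below the library mean, with starting fluorescence not abnormally high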;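 further: negative B-score means reduced calcium response which marks RGS4 activation or potentiation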
#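 Test system: HEK293 cells with stable M3R and inducible RGS4; also added: carbachol at ECmax as muscarinic agonist stimulus; schedule: dye loading 30 min 37 °C, buffer rest 30 min RT; technique: kinetic calcium fluorescence imaging with Fluo4-AM dye, 2 µM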
# RGS4 inh: human RGS4 inhibition; B-score at 10 µM; HEK293 M3R/RGS4 inducible, Fluo-4 calcium flux; stronger effect = higher value; triggered by carbachol at its EC20; P49798; actives 0.45% (n = 310,000);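 active means B-score, a plate-corrected calcium signal, over three deviations above library mean, with baseline fluorescence within five deviations of library mean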;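 further: RGS4 expression induced by doxycycline in cells with stable M3 receptor; B-score is computed from the integrated fluorescence ratio over baseline after carbachol; higher B-score means a larger calcium signal and so more RGS4 inhibition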
# HDAC3 inhib: inhibitors of human histone deacetylase 3; AID 2718; actives 0.15% (n = 320,000); recombinant HDAC3, fluorogenic peptide/trypsin coupled, fluorescence; O15379; inhibition, % at 8.3 µM; in the data active means inhibition above about 26%, passing the limit was not always enough
# MrgX1 antag: blocks BAM8-22 activation of human MrgX1 receptor; Q96LB2; MRGX1-HEK293 calcium flux, Fluo-4, BAM8-22 antagonism; stronger effect = lower value; B-score at 10 µM; actives 1.3% (n = 310,000); AID 588676;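 active means calcium-response B-score plate-corrected more than 3 library SD below zero, starting fluorescence within 5 deviations, no agonist response on first addition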;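 further: peak minus trough fluorescence over baseline after final BAM8-22 challenge near maximal dose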
# The depositor's hits bear a star; i = inactive; nt = no result given.
# Value order: SKKanGAS inh, TRPC6 inh, TMEM16A inh, TMEM16A act, MrgX1 allo act, TRPC6 activator, MrgX1 agonist, RGS4 act, RGS4 inh, HDAC3 inhib, MrgX1 antag
1: CCCCOn1c(C)c(C(C)=O)c2c3no[n+]([O-])c3ccc21
  3, i, i, i, i, i, i, i, i, 1, i
2: O=C(NCCCN1CCOCC1)c1cc(-c2ccc(Cl)cc2)on1
  -7, i, i, i, i, i, i, i, i, -4, i
3: O=C(N/N=C/c1cc2ccccc2[nH]1)c1ccccc1Cl
  -6, i, i, i, i, i, i, i, i, 7, i
4: O=C(O)c1ccc(F)c(S(=O)(=O)Nc2ccccc2Cl)c1
  15, i, i, i, i, i, i, i, i, 3, i
5: COc1cccc(CN2CCN(CCCc3ccccc3)C(CCO)C2)c1OC (stereo not drawn)
  5, i, i, i, i, i, i, i, i, 3, i
6: Cc1ccc(N(C(C)C(=O)Nc2cc(Cl)ccc2Oc2ccccc2)S(C)(=O)=O)cc1 (stereo not drawn)
  -4, i, i, i, i, i, i, i, i, 4, i
7: CC(C)C(=O)Nc1cccc(C(=O)NCCc2ccc(S(N)(=O)=O)cc2)c1
  4, i, i, i, i, i, i, i, i, -6, i
8: O=C(COC(=O)Cc1n[nH]c(=O)c2ccccc12)Nc1ccc(Cl)cc1F
  -8, i, i, i, i, i, i, i, i, -4, i
9: CN(C)c1nc2c(c(=O)[nH]c(=O)n2C)n1CCCc1ccccc1
  1, i, i, i, i, i, i, i, i, 6, i
10: CCC1=NC(c2ccccc2Cl)N(O)C1(C)C (stereo not drawn)
  -3, i, i, i, i, i, i, i, i, -5, i
11: O=C(N/N=C1\C2CN3CCN(C2)CC1(c1ccccc1)C3)Nc1ccccc1
  -8, i, i, i, i, i, i, i, i, -2, i
12: O=C1CC(/C=C/c2ccc(Cl)cc2)=Nc2ccccc2N1
  6, i, i, i, i, i, i, i, i, 4, i
13: O=C(NC1CCCC1)C(c1ccc(F)cc1)N(Cc1ccc(F)cc1)C(=O)c1ccn[nH]1 (stereo not drawn)
  25, i, i, i, i, i, i, i, i, 1, i
14: CC(C)(C)OC(=O)CNC(=O)c1nc[nH]c1C(=O)N1CCNCC1
  5, i, i, i, i, i, i, i, i, -4, i
15: O=C(CN1CCN(C(=O)c2ccco2)CC1)Nc1ccc(Br)cc1
  0, i, i, i, i, i, i, i, i, 0, i
16: COc1ccc(/C=C(/NC(=O)c2cccs2)C(=O)NC(C)(C)C)cc1OC
  4, i, i, i, i, i, i, i, i, 3, i
17: O=C(NCCCN1CCOCC1)c1ccc(S(=O)(=O)N2CCOCC2)cc1
  0, i, i, i, i, i, i, i, i, -1, i
18: O=C(O)CC1(CC(=O)NCc2cccc(Cl)c2)CCCCC1
  2, i, i, nt, i, i, i, i, i, -8, i
19: CCn1cc(C(=O)O)c(=O)c2cc(F)c(N3CCN(S(=O)(=O)c4ccc(NC(=O)OC)cc4)CC3)cc21
  46, i, i, i, i, i, i, i, i, -11, i
20: O=C(Cc1cccc2ccccc12)Nc1nc(-c2cccc([N+](=O)[O-])c2)cs1
  10, i, i, i, i, i, i, i, i, 0, i
21: CN(C)S(=O)(=O)Nc1cc(F)cc(F)c1
  1, i, i, i, i, i, i, i, i, -1, i
22: CCn1c(=O)c2sccc2n(CC(=O)NCCC2=CCCCC2)c1=O
  1, i, i, i, i, i, i, i, i, -5, i
23: Cc1cc(C)n(CCC(=O)N2CCN(S(=O)(=O)c3ccccc3)CC2)n1
  -1, i, i, i, i, i, i, i, i, 3, i
24: CCOc1ccc(NC(=O)CSc2nc3ccccc3c(=O)n2CCCC(=O)NCCCN2CCCC2=O)cc1
  14, i, i, i, i, i, i, i, i, -1, i
25: O=C(NNS(=O)(=O)c1ccc(F)cc1)c1ccccc1O
  -3, i, i, i, i, i, i, i, i, -3, i
26: CCC(C)(C)NC(=O)CN(Cc1cccs1)C(=O)CNS(=O)(=O)c1ccc(C)cc1
  7, i, i, i, i, i, i, i, i, 3, i
27: COc1ccc(/C(O)=C2\C(=O)C(=O)N(CCN(C)C)C2c2cccc(OC)c2OC)cc1 (stereo not drawn)
  5, i, i, i, i, i, i, i, i, 4, i
28: COc1ccccc1C(=O)n1nc(-c2cccnc2)nc1NCc1ccccc1
  -5, i, nt, i, nt, i, nt, i, i, nt, nt
29: Cn1c(=O)cc(SCC(=O)N2CCN(Cc3ccc4c(c3)OCO4)CC2)c2ccccc21
  5, i, i, i, i, i, i, i, i, 6, i
30: CCCCP(=O)(CCCC)Cc1ccccc1
  1, i, i, i, i, i, i, i, i, 3, i
31: Cc1nc(COC(=O)c2ccc(CO)cc2)cs1
  0, i, i, i, i, i, i, i, i, -3, i
32: COc1cc(OC)cc(C(=O)N2CCN(S(C)(=O)=O)CC2)c1
  -2, i, i, i, i, i, i, i, i, -3, i
33: Cc1nn(Cc2ccc(Cl)cc2)c(C)c1NC(=O)CSc1nc2c(c(C(F)(F)F)n1)CCc1ccccc1-2
  13, i, i, i, i, i, i, i, i, -6, i
34: COc1ccccc1C(=O)COC(=O)C(CCSC)NC(=O)COc1ccccc1 (stereo not drawn)
  -18, i, i, i, i, i, i, i, i, 3, i
35: O=C(CCCCCNC(=O)N1CCn2c1nc1ccccc12)NCc1ccc(F)cc1
  0, i, i, i, i, i, i, i, i, -2, i
36: Cc1ccc(-c2nnn(CC(=O)N(CC(=O)NC3CCCCC3)c3ccccc3F)n2)o1
  3, i, nt, i, nt, i, nt, i, i, nt, nt
37: CCOc1ccccc1CN1CCN(Cc2[nH]c3ccccc3c2C)CC1CCO (stereo not drawn)
  -10, i, i, i, i, i, i, i, i, 4, i
38: CC(/C=C/c1ccc2c(c1)OCO2)=N/NC(=O)c1ccncc1
  -5, i, i, i, i, i, i, i, i, 5, i
39: c1ccc(-n2nnc3ccccc32)cc1
  3, i, i, i, i, i, i, i, i, -1, i
40: COc1ccc(OC)c(NS(=O)(=O)c2ccc(-c3coc(C)n3)cc2)c1
  0, i, i, i, i, i, i, i, i, 1, i
41: NS(=O)(=O)c1ccc(O)c(NC(=O)c2ccc([N+](=O)[O-])o2)c1
  4, i, i, i, i, i, i, i, i, nt, i
42: O=C(NCc1cccc(Cl)c1)C1CCCN(c2ncnc3c2nc2n3CCCCC2)C1 (stereo not drawn)
  1, i, i, i, i, i, i, i, i, -3, i
43: COc1ccc(S(=O)(=O)N2CCOC2CNC(=O)C(=O)NCc2ccco2)cc1 (stereo not drawn)
  -15, i, i, i, i, i, i, i, i, 5, i
44: Cc1cc(C)cc(NC(=O)CSCc2cc(=O)n3ccsc3n2)c1
  -8, i, i, i, i, i, i, i, i, 1, i
45: COc1ccc(CN2C(=O)c3cccnc3C2=O)cc1S(=O)(=O)N1CCOc2ccc(Cl)cc21
  -4, i, i, i, i, i, i, i, i, -1, i
46: Cc1ccc(Nc2[nH]c(=O)c3ccccc3c2C(=O)c2ccccc2)cc1
  1, i, i, nt, i, i, i, i, i, 5, i
47: CCCCCCCn1c2c(c(=N)c3ccccc31)CCC2
  2, i, 100*, -5.1*, i, i, i, i, i, -1, i
48: C=CCSc1nc(C)c(CCCC)c(=O)[nH]1
  2, i, i, i, i, i, i, i, i, -1, i
49: CCCNc1nc(=S)n(-c2ccccc2)c(C)c1C(C)=O
  -6, i, i, i, i, i, i, i, i, 1, i
50: CC(Sc1nc(NCc2ccccc2)nc(N(C)C)n1)C(=O)Nc1ccccc1 (stereo not drawn)
  9, i, 100*, i, i, i, i, i, i, 1, i
51: CCCCN(C1CCS(=O)(=O)C1)S(=O)(=O)c1ccc(OC)cc1 (stereo not drawn)
  14, i, i, i, i, i, i, i, i, -9, i
52: COc1ccc(S(=O)(=O)N2CCCC2CNC(=O)C(=O)NCc2ccccc2Cl)cc1 (stereo not drawn)
  -12, i, i, i, i, i, i, i, i, 3, i
53: Cc1ccc(S(=O)(=O)N/N=C\c2cc3c(cc2[N+](=O)[O-])OCO3)cc1
  -1, i, i, i, i, i, i, i, i, -1, i
54: O=C(O)CCN=Cc1c(O)c2ccccc2oc1=O
  13, i, i, i, i, i, i, i, i, 8, i
55: CCOc1ccc(-n2c(SCC(=O)Nc3ccc(OC)cc3OC)nc3c(c2=O)SCC3)cc1
  nt, nt, i, i, i, nt, i, nt, nt, 2, i
56: CC1CCN(C(=O)CSc2nc3c(c(=O)n(C)c(=O)n3C)n2C)CC1
  -2, i, i, i, i, i, i, i, i, -6, i
57: COc1ccc(OC)c(Nc2cc(C)nc3nc(C)nn23)c1
  -5, i, i, i, i, i, i, i, i, -6, i
58: Cc1cc(NC(=O)C(Cl)c2ccccc2)no1 (stereo not drawn)
  -3, i, i, i, i, i, i, i, i, -6, i
59: O=C(NC1CCCCCC1)C1Cc2ccccc2CN1C(=O)c1ccco1 (stereo not drawn)
  -6, i, i, i, i, i, i, i, i, 7, i
60: CCOC(=O)C1C2C=CC3(CN(C4CCCC4)C(=O)C13)O2 (stereo not drawn)
  3, i, i, i, i, i, i, i, i, 1, i

# New compounds follow:
# Value order: SKKanGAS inh, TRPC6 inh, TMEM16A inh, TMEM16A act, MrgX1 allo act, TRPC6 activator, MrgX1 agonist, RGS4 act, RGS4 inh, HDAC3 inhib, MrgX1 antag
61: CCOC(=O)C(=CNc1cc(C)ccc1[N+](=O)[O-])C(=O)OCC
  0, i, i, i, i, i, i, i, i, 0, i
62: CCOc1ccc(CSC2=NCCN2)cc1Cl
  -4, i, i, i, i, i, i, i, i, -7, i
63: CCNC(=O)C(C)Oc1ccc(Cl)cc1Cl (stereo not drawn)
  -1, i, i, i, i, i, i, i, i, -10, i
64: Cc1c(NC(=O)c2cccnc2C(=O)O)cccc1C(=O)O
  -9, i, i, i, i, i, i, i, i, 0, i
65: CC1=NN(c2ccccc2)C(=O)/C1=C/c1cc2cc(C)ccc2nc1N1CCCCC1
  3, i, i, nt, i, i, i, i, i, 2, i
66: Cc1ccccc1N(C(=O)c1ccco1)C(C(=O)NC1CCCC1)c1cccnc1 (stereo not drawn)
  5, i, i, i, i, i, i, i, i, -2, i
